# IEC-6 tox: kills IEC-6 intestinal cells in KLF5 counter-screen. IEC-6 cytotoxicity, luminescence viability. inhibition, % at 5 µM. 290,000 tested, 0.78% active. AID 1825; in the data active = inhibition above about 22%;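 note: 0% = plate median of test compound wells and 100% = cytotoxic reference compound wells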
# HSP90 inh: HSP90 refolding inhibition in rabbit reticulocyte lysate; luciferase refolding luminescence, 3 h; 290,000 tested, 0.91% active; inhibition, % at 5.6 µM; AID 1789;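 active = inhibition above the screen-wide mean plus 3 SD, computed separately per campaign, cut at about 16% in these data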;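 note: 0% = DMSO wells and 100% = 60 µM geldanamycin wells; inhibitors lower the luminescence because luciferase stays unfolded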
# HIF act: HIF pathway transcriptional activation; U2OS HRE-luciferase reporter, luminescence; normalized: DMSO 0%, desferrioxamine 100%; activation, % at 7.5 µM (by protocol); 300,000 tested, 0.32% active; AID 1910;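 active = mean activation of at least 10% of the iron chelator positive control signal, with at least half of replicates also reaching 10%; inconclusive = mean and replicate majority disagree about reaching 10%; inactive = mean and most replicates under 10%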
# HSF1 inhib: HSF1 inhibition; activity change, negative = inhibition, % at 7.5 µM (by protocol); AID 2098; 300,000 tested, 0.77% active; NIH3T3-HGL HSE-luciferase, MG132-induced, luminescence 8 h; active compounds read low;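 active = more than half of replicate wells show activity change below -50%, luminescence cut by over half; inconclusive = some wells, but at most half, below -50%; inactive = no replicate well below -50%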;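 note: luciferase reports HSF-1 transcriptional activity via heat shock element; 0% = median of DMSO wells and -100% = zero luminescence signal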
# SKKanGAS inh: SKKanGAS growth inhibition; S. pyogenes SKKanGAS, kanamycin growth, BacTiter-Glo, 6 h; inhibition, % at 7.5 µM; 300,000 tested, 1.3% active; AID 1662;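 active = mean replicate score, as percent of positive control median, at least 50; inconclusive = mean below 50 but one replicate at or above 50; inactive = mean and every replicate below 50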;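 note: strain carries kanamycin resistance gene driven by streptokinase promoter and grows in 40 µg/ml kanamycin; loss of luminescence reflects streptokinase promoter inhibition or plain growth inhibition; 0% = median of DMSO wells and 100% = positive control at its reference dose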
# aSyn 5UTR inh: 5' untranslated region of α-synuclein, MLPCN primary screen | alpha-synuclein 5'UTR reporter, inhibitor activity | inhibition, % (tested at 7.5 µM) | 300,000 tested, 0.82% active | AID 1813; in the data active = inhibition above about 60%; inconclusive = no clear call, values can overlap the other calls;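 note: H4 neuroglioblastoma cells stably carrying SNCA 5'UTR luciferase fusion; 0% = DMSO wells and 100% = positive control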
# Platelet DG rel: platelet dense granule release activity; human platelet-rich plasma, SFLLRN dense granule ATP release, luminescence; inhibition, %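 (compounds screened at 7.5 µM in platelet-rich plasma)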; 300,000 tested, 0.22% active;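 active = mean replicate score, as percent of positive control, at or above 50; inconclusive = mean below 50 but at least one replicate at or above 50; inactive = mean and every replicate below 50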
# HSF-1 act: increases HSF-1 driven luciferase reporter signal; NIH3T3-HGL HSF-1 luciferase reporter, MG132, 8 h; 100% = twice DMSO control signal; activation, % at 9 µM; AID 504408; 300,000 tested, 1.7% active;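 active = mean replicate activation of at least 50% with a set share of replicates each reaching 50%; inconclusive = only one of those two conditions met; inactive = mean below 50% and too few replicates reaching it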;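 note: 0% = median of the neutral control wells and 100% = twice that signal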
# KLF5 inhibitor: inhibitors of KLF5 expression; 290,000 tested, 0.23% active; inhibition, % at 5 µM; DLD-1 KLF5 promoter-luciferase reporter, luminescence;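 active = inhibition above a per-plate limit of that plate's mean compound inhibition plus 3 SD, cut at about 60% in these data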;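 note: 0% = DMSO wells and 100% = LY294002 at 200 µM; higher means less KLF5 promoter-driven luciferase light; inactives centre near -14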
# AI-2 QS modul: modulators of Vibrio harveyi AI-2 quorum sensing system. AID 2094. activity change, % at 7.5 µM. Vibrio harveyi JMH597 AI-2 luminescence/OD600 ratio, 9 h; active compounds read low; strain lacks LuxN and CqsS sensors; 0 = neutral-control median. 300,000 tested, 0.4% active; in the data active = activity change below about -75%, passing the limit was not always enough; inconclusive = no clear call, values can overlap the other calls;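 note: luminescence divided by OD600 gain over 9 h not by final OD600 alone; inactives centre near 13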
# The depositor's hits bear a star; ? = inconclusive; . = not tested or not shown.
SMILES,IEC-6 tox,HSP90 inh,HIF act,HSF1 inhib,SKKanGAS inh,aSyn 5UTR inh,Platelet DG rel,HSF-1 act,KLF5 inhibitor,AI-2 QS modul
COc1cc(OC)cc(C(=O)N2CCCC(Nc3ccc(F)cc3)C2)c1 (centres undefined),-4.6,-1.1,-0.1,-6.0,-11.2,-26.2,-11.4,-0.7,-9.6,17.1
COc1ccc(OCCn2cncn2)cc1,-0.9,-9.6,0.0,-2.2,-4.0,-15.3,1.0,16.7,-15.8,16.7
CN1CCN(c2ccccc2NC(=O)c2ccc(-c3ccccc3[N+](=O)[O-])o2)CC1,9.6,4.6,0.3,0.4,16.4,-17.2,-2.0,17.9,-17.4,14.7
N/C(Cc1ccc([N+](=O)[O-])cc1)=N\OC(=O)COc1ccc2ccccc2c1,1.2,-0.6,0.3,.,2.4,11.6,8.0,.,13.3,-24.2
Cc1ccccc1OCCC(=O)Nc1ccc(N2CCOCC2)cc1N1CCOCC1,.,.,-0.4,-1.5,-9.5,3.9,-6.6,-0.9,.,18.8
COCCCNC(=O)C1CCN(c2ccc(N3CCOCC3)nn2)CC1,-1.9,-5.2,-0.3,0.5,-1.7,2.1,-0.5,3.4,-8.8,23.0
S=c1nc(-c2ccc(Cl)cc2)[nH][nH]1,8.8,3.6,0.2,5.0,6.9,-27.0,-13.0,12.4,4.5,.
O=C(NC1CCCCC1)c1cc([N+](=O)[O-])ccc1N1CCCCC1,2.4,1.7,0.0,-0.9,6.7,1.9,5.5,-11.8,-42.5,26.9
Cc1ccc(C(c2nnnn2C2CCCC2)N2CCc3ccccc32)cc1 (centres undefined),0.0,-0.6,1.7,15.5,19.2,-59.7,-4.5,59.5*,-11.0,15.7
CCc1sc(N2C(=O)C3C4CCC(C4=C(C)C)C3C2=O)nc1-c1ccccc1 (centres undefined),-2.8,1.6,-0.4,-1.5,-0.4,21.7,9.1,0.1,-1.3,7.3
Cc1ccc(C)c(NC(=S)N2CCN(CCO)CC2)c1,0.0,2.6,-0.2,-6.3,-0.6,4.7,7.5,-1.1,-10.6,14.5
COc1ccccc1C(=O)COC(=O)c1cc([N+](=O)[O-])ccc1N1CCOCC1,.,.,-0.1,4.4,-4.5,4.5,.,15.7,.,19.2
O=[N+]([O-])c1cc(-c2ncccn2)cs1,-11.7,-0.3,-0.6,4.8,-4.0,-28.8,-0.6,0.9,2.3,-12.9
COc1cccc(CN2CCN(C(=O)c3oc4c(F)cccc4c3C)CC2=O)c1,4.1,0.9,1.8,12.2,1.3,-14.0,-9.2,33.7,-20.1,-3.6
Cc1cccc(/C=N/n2c(-c3cc(-c4ccccc4)n[nH]3)n[nH]c2=S)c1,5.9,-5.4,-0.1,-8.8,8.6,-9.5,-0.2,0.5,-4.5,42.0
COc1cc(C(=O)N/N=c2/sc3ccccc3n2C)cc(OC)c1OC,4.4,0.2,-0.2,10.5,-23.8,-6.1,-11.0,26.9,3.6,14.7
COc1ccccc1N(CC(=O)Nc1cccc(C(F)(F)F)c1)S(C)(=O)=O,-0.1,-1.8,-0.4,2.5,?,-16.5,5.4,-11.7,-29.6,4.4
COc1ccccc1-c1coc2cc(O)cc(O)c2c1=O,-1.1,-4.2,0.0,6.4,11.6,-71.1,2.8,9.8,-15.7,-5.7
COc1ccc(CCNC(=O)CC(=O)N/N=C/c2ccc(C(=O)O)cc2)cc1OC,2.7,-0.8,-1.4,-3.4,2.4,-11.5,4.2,1.2,-11.6,2.2
CNC(=O)COC(=O)/C=C/c1ccc(F)cc1,-4.5,3.8,0.1,-8.0,-2.5,-10.9,-7.4,-7.0,-15.3,.
NNC(=O)c1cc2nc(-c3cccs3)cc(C(F)(F)F)n2n1,7.4,0.8,-0.2,-10.8,-0.3,-10.5,7.7,-3.3,-3.2,39.8
CCOc1ccc(CNCCNC(=O)c2nonc2N)cc1,0.4,-2.8,-0.3,0.4,-4.4,-8.4,4.6,22.5,-29.3,2.1
Cc1nc(CNS(=O)(=O)c2cccc(F)c2)cs1,0.3,-0.3,-0.2,-1.5,-0.7,16.1,9.8,-3.9,13.3,-6.6
O=C(Oc1ccc2c3c(c(=O)oc2c1)CCCC3)c1cccs1,3.9,-1.6,0.0,-0.1,20.2,-5.2,3.2,2.7,-53.3,22.9
CC(C)N(Cc1ccccc1)C(=O)CSc1nccn1C,-3.8,-4.8,0.5,-0.9,8.3,13.1,-4.6,-3.2,2.8,21.0
CCNc1nc(NCc2ccccc2)nc(Oc2ccc(=O)[nH]n2)n1,-3.4,-1.2,-0.5,-2.1,4.8,22.7,.,-24.7,-28.6,.
Cc1cccc(/C=C2/Sc3ccc(C(=O)N4CCOCC4)cc3NC2=O)c1,-2.4,-2.6,0.5,-3.4,35.7,-52.7,-5.2,-0.9,20.9,22.7
C/C=C1\C(OC2OC(CO)C(O)C(O)C2O)OC=C(C(=O)OC)C1CC(=O)OCC1C(C)C(OC(=O)CC2C(C(=O)OC)=COC(OC3OC(CO)C(O)C(O)C3O)/C2=C\C)CC1C(CO)CO (centres undefined),-3.4,-6.1,-0.1,-2.1,-0.7,-7.6,1.9,-0.3,-29.4,5.5
CCOC(=O)c1cnc2ccccc2c1Nc1ccc(C(=O)O)cc1,-4.7,-0.1,0.2,-6.4,0.1,15.3,-1.6,-9.4,6.0,26.8
CC(NC(=O)c1ccc(Cl)cc1Cl)C(c1ccccc1)N1CCOCC1 (centres undefined),5.0,2.6,0.1,4.6,-6.6,0.5,-0.2,23.9,-18.6,19.5
N=c1c2c3c(sc2ncn1N)CCCC3,-2.3,-3.5,3.9,-48.8,-1.4,-15.3,3.3,-52.4,-17.9,27.1
CC1CC1c1ccc(/C=C(\C#N)C(=O)Nc2cc(Cl)ccc2Cl)o1 (centres undefined),5.4,0.0,-0.2,-6.0,-8.5,-19.4,-13.5,4.1,-1.8,18.6
CC(=O)NCCN=C(C)c1sc2ccccc2c1O,-0.9,-1.0,2.0,10.3,1.8,-70.9,-6.7,5.7,-5.3,4.7
CC(=O)N1CCc2c(sc(NC(=O)C3CC3)c2-c2nc3ccccc3s2)C1,1.9,-0.9,-0.2,0.3,19.0,-27.0,20.8,-1.9,14.8,3.2
O=C(CN1CCCc2ccccc21)N/N=C/c1c(O)ccc2ccccc12,1.6,9.9,16.3*,-13.2,17.5,17.8,-6.8,4.0,-2.0,9.7
Cc1[nH]c2ccccc2c1SCC(=O)NNC(=O)Nc1ccc(OC(F)(F)F)cc1,-0.4,1.3,0.1,-24.3,23.9,24.7,10.0,-17.3,3.8,8.5
Cc1ccc(S(=O)(=O)N(C)CC(=O)Nc2ccc(C)cn2)cc1,.,.,0.3,8.2,-3.6,-13.8,-2.1,-6.2,.,37.6
COc1ccc(C(=O)C2CCN(CC(=O)NCc3ccccc3)CC2)cc1,7.1,-2.5,0.3,0.4,4.8,4.3,13.6,-7.2,5.2,22.0
CC(Sc1nncn1C)C(=O)Nc1ccc(Cl)cn1 (centres undefined),-5.5,2.4,0.1,3.5,-0.7,1.3,-7.2,-9.2,-10.3,28.7
C/C(=N\NC(=O)c1ccccc1[N+](=O)[O-])c1c(O)cc(C)oc1=O,2.3,3.1,.,-3.9,4.5,-8.0,11.3,1.2,-39.4,3.5
O=C(CSc1nnc(-c2cccs2)o1)NCC1CN(Cc2ccccc2)CCO1 (centres undefined),2.7,-1.1,1.1,1.8,-5.0,-33.7,-0.6,13.3,-33.4,-3.4
CC1CCCC(NC(=O)COC(=O)c2ccccc2Sc2ccccc2C#N)C1C (centres undefined),-0.4,-3.0,0.7,9.0,8.2,5.5,2.1,10.6,-12.3,16.3
NNC(=O)C1CC1c1ccccc1 (centres undefined),6.6,-0.6,-0.1,-0.2,5.9,-23.5,5.9,6.0,-35.8,5.2
COc1ccc2c(n1)Sc1nc3ccccc3nc1N2,6.6,-3.9,5.8,27.0,1.1,-136.0,-4.0,55.1*,-121.7,6.4
COC(=O)c1cc(CSc2nnc(-c3ccccc3)c(-c3ccccc3)n2)oc1C,2.1,5.0,-0.2,1.2,-10.1,0.9,-19.1,7.3,-20.2,13.5
O=C(CCC(=O)NNC(=O)Cc1ccccc1)NCc1ccccc1,-3.6,0.8,-0.2,-3.1,2.2,-2.8,0.4,-2.5,-22.9,4.2
CCn1c(COc2cccc(C)c2)nc2ccccc21,-0.5,-1.8,1.0,15.5,21.5,-38.2,11.0,23.9,-42.9,5.2
CS(=O)(=O)Cc1cc(Sc2ccccc2)nc(-c2ccncc2)n1,0.8,1.6,-0.2,0.0,4.4,18.0,-4.2,-6.3,3.6,-7.2

# Two records picked at random from those above, as already listed:
SMILES,IEC-6 tox,HSP90 inh,HIF act,HSF1 inhib,SKKanGAS inh,aSyn 5UTR inh,Platelet DG rel,HSF-1 act,KLF5 inhibitor,AI-2 QS modul
CS(=O)(=O)Cc1cc(Sc2ccccc2)nc(-c2ccncc2)n1,0.8,1.6,-0.2,0.0,4.4,18.0,-4.2,-6.3,3.6,-7.2
COC(=O)c1cc(CSc2nnc(-c3ccccc3)c(-c3ccccc3)n2)oc1C,2.1,5.0,-0.2,1.2,-10.1,0.9,-19.1,7.3,-20.2,13.5

# Remaining list, next part.
SMILES,IEC-6 tox,HSP90 inh,HIF act,HSF1 inhib,SKKanGAS inh,aSyn 5UTR inh,Platelet DG rel,HSF-1 act,KLF5 inhibitor,AI-2 QS modul
COc1cc(-c2nnc(Sc3ccc(C(F)(F)F)cc3[N+](=O)[O-])o2)cc(OC)c1OC,3.4,4.8,0.2,-8.6,3.5,-13.0,-13.8,-3.9,-1.1,25.8
CN(Cc1ccc(F)cc1)C(=O)c1ccc(NS(=O)(=O)c2ccc3[nH]c(=O)[nH]c3c2)cc1,.,.,-0.5,-0.3,0.2,21.9,-2.7,-3.9,.,11.3
CC(O)c1nc2ccccc2n1Cc1ccc([N+](=O)[O-])cc1 (centres undefined),-2.7,6.1,-0.1,5.5,-1.8,24.6,-10.0,7.9,-50.8,20.1
CC1CCCCN1C(=O)C(=O)c1cn(CC(=O)N2CCCC2)c2ccccc12 (centres undefined),-3.1,-3.7,-0.3,-3.4,1.1,5.8,-1.8,-2.9,-16.8,17.9
Cc1cc[n+](CC(=O)c2ccc(NC(=O)c3ccccc3)cc2)cc1,-1.7,-2.7,-0.3,-6.8,3.5,7.4,5.2,-8.8,-3.1,14.1
COc1ccc(Br)cc1C(=O)Nc1cccc(NC(=O)c2ccco2)c1,2.4,-0.6,-0.6,-0.3,1.7,1.2,-2.7,13.7,-39.9,5.0
CC(=O)Nc1ccc(S(=O)(=O)Oc2cccc(/C=C3\SC(N)=NC3=O)c2)cc1,0.6,2.5,-0.1,-2.7,20.6,-3.9,6.1,-14.1,-12.3,22.8
CCn1ccnc1CN(C)C(=O)c1cc(COc2ccc(OC)c3ccccc23)on1,4.8,-5.8,0.6,2.7,-1.4,10.6,8.4,10.7,-31.8,12.8
O=C(c1cc2ncc(Br)cn2n1)N1CCCCC1,-5.5,0.5,0.4,0.1,-4.9,-14.7,5.2,21.9,-22.3,10.0

# Screening results as filed in PubChem BioAssay.
